CASP6 VEID inh: caspase-6 (human) enzyme inhibition; inhibition, % at 12.5 µM; 350,000 compounds, 0.53% hits; P55212; purified caspase-6, Z-VEID-R110 cleavage fluorescence;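 active = mean inhibition across replicates at least about 35%, with every replicate also reaching that limit, limit read from the data; inconclusive = only one of the two criteria met; inactive = neither criterion met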;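 also: 0% = median of neutral control wells and 100% = no fluorescence left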
ERp5 inh: ERp5 (human) disulfide isomerase inhibition; Q15084; ERp5 insulin aggregation, absorbance 650 nm, 90 min; inhibition, % at 9.99 µM; 350,000 compounds, 0.05% hits; AID 651711;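 active = mean replicate inhibition above about 25%, with every replicate also reaching it, limit read from the data, passing the limit was not always enough; inconclusive = only one of those two criteria met; inactive = neither criterion met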
E-selectin induc: E-selectin induction on HUVECs; P16581; HUVEC E-selectin immunofluorescence imaging; normalized: neutral wells 0, TNF-alpha wells 100; activation, % at 7.58 µM; 260,000 compounds, 0.37% hits;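 active = mean E-selectin-positive cell signal at least 10% of the positive control, reached in at least 60% of replicates, without over 20% cell loss; inconclusive = no rule given, readout overlaps actives, possibly toxicity-flagged; inactive = the rest, including those meeting only one limit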;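 also: in these data hits start at about 27%; measured in HUVEC primary endothelial cells; signal is the percent of cells scored E-selectin positive by PE staining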
Target sequence (P16581 whole entry, looked up): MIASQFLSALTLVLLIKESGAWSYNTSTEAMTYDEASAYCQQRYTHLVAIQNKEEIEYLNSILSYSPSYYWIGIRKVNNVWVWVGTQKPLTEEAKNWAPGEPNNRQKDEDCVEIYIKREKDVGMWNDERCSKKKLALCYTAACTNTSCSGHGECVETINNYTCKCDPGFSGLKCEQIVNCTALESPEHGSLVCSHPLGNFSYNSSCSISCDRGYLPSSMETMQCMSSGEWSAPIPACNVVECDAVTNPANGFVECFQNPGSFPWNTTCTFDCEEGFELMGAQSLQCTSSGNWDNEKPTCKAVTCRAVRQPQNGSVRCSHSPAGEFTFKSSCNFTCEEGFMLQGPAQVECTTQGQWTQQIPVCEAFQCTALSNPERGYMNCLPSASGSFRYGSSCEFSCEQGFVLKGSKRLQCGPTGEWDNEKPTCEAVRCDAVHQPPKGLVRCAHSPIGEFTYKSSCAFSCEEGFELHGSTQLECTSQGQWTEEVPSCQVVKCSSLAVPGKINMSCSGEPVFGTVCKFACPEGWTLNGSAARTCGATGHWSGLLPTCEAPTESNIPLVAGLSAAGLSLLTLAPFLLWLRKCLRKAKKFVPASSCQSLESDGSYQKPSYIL
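assay system = HUVEC, human umbilical vein endothelial cells | input = 3,000 HUVEC seeded per well | medium = EGM-2 growth medium on 0.1% gelatin-coated wells | dosing = one compound dose added by pin transfer | signal = immunofluorescence imaging | read-out basis = % PE-positive cells | control set = TNF-alpha, DMSO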
RAD52 anneal inh: blocks human RAD52 DNA annealing | recombinant RAD52 DNA annealing, FRET fluorescence | 360,000 compounds, 0.46% hits | AID 651710 | inhibition, % at 18.7 µM;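 active = every replicate showing at least 50% inhibition; inconclusive = mean inhibition at least 50% but not in every replicate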
Target sequence (P43351 whole entry, looked up): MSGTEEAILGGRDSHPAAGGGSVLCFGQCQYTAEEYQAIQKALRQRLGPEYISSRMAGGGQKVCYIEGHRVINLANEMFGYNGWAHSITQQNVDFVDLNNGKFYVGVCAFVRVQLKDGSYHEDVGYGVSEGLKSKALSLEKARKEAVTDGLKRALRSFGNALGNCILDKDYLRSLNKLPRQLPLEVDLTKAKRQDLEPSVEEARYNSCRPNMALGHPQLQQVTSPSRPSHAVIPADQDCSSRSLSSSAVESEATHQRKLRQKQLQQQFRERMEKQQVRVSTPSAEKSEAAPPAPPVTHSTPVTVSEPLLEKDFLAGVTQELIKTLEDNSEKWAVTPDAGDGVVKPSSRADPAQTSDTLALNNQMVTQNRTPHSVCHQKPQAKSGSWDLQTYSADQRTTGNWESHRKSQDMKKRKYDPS
esBAF inh: inhibitors of esBAF chromatin remodeling in mouse ES cells; 350,000 compounds, 2% hits; reporter increase, % at 12.5 µM; Bmi1-luciferase knock-in reporter, 24 h; 100% = twice the neutral-well signal; AID 602393; in the data active = activation above about 40%; inconclusive = no clear call, values can overlap the other calls;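 also: 0% = median of the plate's neutral control wells and 100% = double that signal; a rise in the Bmi1 reporter signal indicates esBAF inhibition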
RAD54 inh: RAD54 (human) branch migration inhibition | Q92698 | RAD54 Holliday junction branch migration, FAM/BHQ fluorescence | inhibition, % at 10.4 µM | 360,000 compounds, 0.14% hits;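 active = mean normalized replicate activity at least 40 and at least half of replicates scoring 40 or more; inconclusive = only one of the two criteria met; inactive = mean below 40 and under half of replicates reaching 40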;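 also: 0% = median of neutral control wells and 100% = median of positive control wells; inhibitors cause a drop in the FAM fluorescence signal; in these data hits start at about 50%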
PglD inh: inhibitors of Campylobacter jejuni PglD acetyltransferase; purified PglD enzyme, DTNB colorimetric CoA detection; inhibition, % at 12.5 µM; 360,000 compounds, 0.098% hits; AID 602405; in the data active = inhibition above about 16%, passing the limit was not always enough; inconclusive = no clear call, values can overlap the other calls; also: strong numbers were not always called active
ARNT-TACC3 inh: disruptors of human ARNT/TACC3 interaction; Q9Y6A5; AlphaScreen His-ARNT PAS-B/GST-TACC3 binding, luminescence; TACC3 fragment carries E629A point mutation; inhibition, % at 9.99 µM; 390,000 compounds, 0.66% hits;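 active = mean inhibition of replicates at least 50% and at least half of replicates each reaching 50%; inconclusive = half or more replicates reach 50% but mean below 50%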;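 also: 0% = complete ARNT plus TACC3 wells and 100% = ARNT alone without TACC3; many hits fall short of the cut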
Active calls of the source: *; ? = inconclusive; . = no result given; & = joins results of further samples. These rows are one share of the data; count on the stated rates, not on these rows.

SMILES	CASP6 VEID inh	ERp5 inh	E-selectin induc	RAD52 anneal inh	esBAF inh	RAD54 inh	PglD inh	ARNT-TACC3 inh
CN(C)C(=O)Oc1ccc([N+](=O)[O-])cc1	1	2	.	-3	-3	.	.	1
O=C1NCN(c2ccccc2)C12CCN(C(c1cccc3ccccc13)c1nnnn1C1CCCCC1)CC2 (configuration not stated)	-4	2	-1.9	-6	6	-2	5	.
O=C(c1ccc2c(c1)N(Cc1ccccc1)CCS2)N1CCC2(CC1)OCCO2	2	-7	-0.3	-11	-1	15	-1	0
COC(=O)NC(=S)Nc1ccccc1NC(=S)NC(=O)OC	-6	4	1.8	3	9	-4	1	-1
NP(=O)(Oc1ccc(Cl)cc1)Oc1ccc(Cl)cc1	-6	4	.	-6	-4	.	.	-9
CSc1ccc(C(=O)C(C)(C)N2CCOCC2)cc1	.	.	.	.	7	-8	5	0
O=C(C1c2ccccc2C(=O)N2CCc3ccccc3C12)N1CCC2(CC1)OCCO2 (configuration not stated)	.	.	.	.	-9	4	1	-9
CCOC(=O)C1=C(N)OC2=C(C(=O)CCC2)[C@]12C(=O)N(CC(N)=O)c1ccccc12	-2	-1	.	-5	.	.	.	-9
O=C(Cc1ccncc1)N1CCCCN2[C@H](C1)[C@H](c1ccc(C#CC3(O)CCCC3)cc1)[C@@H]2CO	1	-1	0.0	2	.	-3	3	8
C=CCn1c(O)c(C(CC)=NCCc2ccccc2)c(=O)[nH]c1=O	.	.	-2.5	.	-13	-5	-5	-25
COc1ccccc1-n1c(-c2ccccc2)nc2ccccc2c1=O	0	2	0.3	-10	-7	-10	3	-14
COC(=O)[C@H]1[C@H](CO)[C@H]2Cn3c(ccc(C4=CCCC4)c3=O)[C@@H]1N2Cc1ccccn1	4	-2	0.1	-43	-2	-1	0	3
O=C(Nc1ccccc1)OC1CN=C(N[N+](=O)[O-])NC1 (configuration not stated)	0	5	.	-7	.	.	.	-4
CC1=CC(=C2C(=O)NC(=S)NC2=O)C=C(C(F)(F)F)N1Cc1ccccc1	-1	-1	-1.4	-45	.	.	.	1
CC(Cc1cccs1)NCc1ccccc1 (configuration not stated)	-3	-3	4.5	-14	-7	-13	-4	1
CCN1CCN(c2nc3ccccc3s2)CC1	-1	-5	.	-14	12	-10	-2	-11
Nc1ccc(Cc2ccc(N)cc2)cc1	-4	-2	.	-5	4	-9	-1	-4
Cc1nc2ccccc2n1C1CCN(Cc2nnnn2CCc2ccccc2)CC1	.	.	.	.	-5	-14	3	-1
O=c1c2ccccc2nc(CN2CCOCC2)n1-c1ccccc1F	.	.	.	.	-4	-6	-2	-8
COC(=O)C1=C(c2ccc(F)cc2F)C[C@@H]2CC[C@H]1N2C(=O)NCC1CC1	.	.	.	.	-6	1	4	1

Going on with the list:
SMILES	CASP6 VEID inh	ERp5 inh	E-selectin induc	RAD52 anneal inh	esBAF inh	RAD54 inh	PglD inh	ARNT-TACC3 inh
O=S1(=O)CCN(CCc2c[nH]c3ccccc23)CC1	.	?	-1.1	-9	.	.	.	-2
CCOc1cccc(N2C(=O)/C(=C/c3ccco3)C(=O)NC2=S)c1	87*	4	.	-177	-5	-1	5	31
COC(=O)C1=C(c2cccc(OC)c2OC)C[C@@H]2CC[C@H]1N2C(=O)NCc1ccc(F)cc1	2	1	-0.2	3	7	-6	3	0
O=C(Cc1cccnc1)N1CCCCN2[C@H](CO)[C@@H](c3ccc(C#CC4(O)CCCC4)cc3)[C@@H]2C1	0	0	-0.4	5	11	-4	1	-6
Cc1ccc(C)c(-n2c(C)nc3ccccc3c2=O)c1	-3	-1	-0.2	-5	.	7	-4	.
CCN1c2nc3ccccn3c(=O)c2CC2(C(=O)N(C)C(=O)N(C)C2=O)C1C (configuration not stated)	-1	1	.	-14	0	-7	-4	-9
CCCCCn1c(=O)c(C(=O)Nc2ncccc2C)c(O)c2ccccc21	9	-1	-0.1	-1	20	-12	-4	1
COC(=O)C1=Nc2ccccc2/C1=C\c1c(O)n(-c2ccc(Br)cc2)c(=O)[nH]c1=O	16	2	0.0	-28	.	.	.	-4
CC12CCC3C(CCC4(O)CC(O)CCC34C=NO)C1(O)CCC2C1=COC(=O)C1 (configuration not stated)	2	2	5.2	9	.	.	.	-4
CCC1(OC(=O)CN)C(=O)OCc2c1cc1n(c2=O)Cc2cc3ccccc3nc2-1 (configuration not stated)	-4	4	.	9	-82	2	0	-6
C[C@H](CO)N1C[C@H](C)[C@H](CN(C)C(=O)Oc2ccccc2)OCc2cnnn2CCCC1=O	-2&-3	1&1	0.3	-14&1	-6&1	-3&2	-1&-1	-8
CC(C)Cc1[nH]c(=O)c(C#N)c2c1CCC2	1	3	.	-11	.	3	0	.
CCCCn1c(C)c(C(=O)OCC)c2c(CN3CCOCC3)c(O)ccc21	1	3	.	-9	2	8	1	4
O=c1[nH]c(=O)n(Cc2ccco2)c(O)c1C=NCc1cccs1	.	.	.	.	-1	3	5	-2
COC(=O)C1=C(c2ccccc2OCc2ccccc2)C[C@@H]2CC[C@H]1N2C(=O)NCc1cccc(C(F)(F)F)c1	1	3	0.0	-8	2	0	-6	1
Cc1cccc(N2C(=O)NC(=O)/C(=C\c3cnc(-c4ccccc4)nc3)C2=O)c1	.	.	.	.	5	-23	7	0
COc1ccc(NC(=O)CN2C3CCC2CC(O)(c2cccnc2)C3)cc1OC (configuration not stated)	.	.	.	.	-2	6	-2	8
CCn1c(=O)n(CC(=O)N2CCC3(CC2)OCCO3)c(=O)c2ccccc21	.	.	.	.	-2	2	1	2
CCOP(=S)(NN(Cc1ccccc1)C(=O)c1ccccc1)OCC	2	0	-0.9	-9	.	.	.	-4
COc1ccc(Br)cc1CNCCc1cccc(Cl)c1	-6	4	.	0	-13	4	-4	-1

Remaining list, next part.
SMILES	CASP6 VEID inh	ERp5 inh	E-selectin induc	RAD52 anneal inh	esBAF inh	RAD54 inh	PglD inh	ARNT-TACC3 inh
CN1CCN(c2ccc([N+](=O)[O-])c(N3CCCCC3)c2)CC1	0	2	-1.2	-5	-11	-6	-14	-13
Oc1cc2c(cc1CN1CCN(c3ccccc3)CC1)CCC2	.	.	.	.	-3	-1	-5	-1
O=C(O)CCn1cc(C=C2C(=O)NC(=S)NC2=O)c(-c2cc3ccccc3oc2=O)n1	15	5	1.4	-184	.	.	.	-1
O=C(c1cc([N+](=O)[O-])ccc1N1CCNCC1)N1CCOCC1	0	9	.	-3	.	2	-3	-1
Cc1ccc(C)c(OCc2cc(C(=O)N3C[C@H]4C[C@@H](C3)c3cccc(=O)n3C4)no2)c1	5	2	-0.7	-40	5	3	-3	-3
O=C(NCCN1CCC2(CC1)C(=O)NCN2c1cccc(F)c1)c1ccc2ccccc2c1	-5	-4	-1.1	24	.	.	.	.
C[C@]12CCCCC1=CC(=O)C1C2CC[C@@]2(C)C1C[C@@H](F)[C@@H]2O (some centres not stated)	-2	1	0.4	-16	.	-1	-2	-8
COc1ccc(CN2CCCC(C(=O)c3cccc(Cl)c3)C2)cc1 (configuration not stated)	0	-2	0.2	-12	-8	-11	1	4
C[Se]C[C@@H](N)C(=O)O	1	0	-0.1	-4	-13	6	1	1
Cc1cc(OCC(=O)NCC(O)c2ccccc2)c2c3c(c(=O)oc2c1)CCC3 (configuration not stated)	5	-1	.	-6	-6	0	-2	-5
O=c1c2ccccc2nc(/C=C/c2ccc(O)c(O)c2)n1-c1ccccc1	-1	1	.	1	0	5	6	-19
COc1ccc(-c2ccc([C@@H]3[C@H]4CN(C(=O)Cc5ccccc5)CCCCN4[C@H]3CO)cc2)cc1	-3	-5	-0.2	-13	.	2	2	5
CN1C(=O)C(=Cc2ccc(OCCN(C)c3ccccn3)cc2)C(=O)N(C)C1=O	0	0	14	-2	.	.	.	-16
CC(=O)O[C@H]1C[C@@H]2OC3C=C(C)CCC3(C)[C@@]1(C)[C@@]21CO1 (some centres not stated)	0	2	.	3	.	.	.	-2
CCCCn1c(O)c(C=NCCCN(CC)CC)c(=O)[nH]c1=O	.	.	.	.	-8	-6	-1	5
CN(C)C(=O)Oc1ccc(C(=O)c2ccccc2)cc1	-2	-12	.	-10	?	3	1	-8
N=Cc1c(O)n(-c2cccc(Cl)c2)c(=O)[nH]c1=O	.	.	.	.	-1	-4	-1	0
C/C=C/c1ccc([C@H]2[C@H](CO)N3CCCCN(C(=O)Cc4cccnc4)C[C@@H]23)cc1	1	-3	-0.1	-5	-2	5	4	-5
CN1CCN(Cc2cc3c(cc2[N+](=O)[O-])OCO3)CC1	-1	1	3.3	-14	4	3	-3	19
O=C(Cc1ccccc1)N1CCCCN2[C@H](C1)[C@@H](c1ccc(-c3ccccc3)cc1)[C@@H]2CO	2	-2	-0.5	-13	.	-6	-2	7

(continued)
SMILES	CASP6 VEID inh	ERp5 inh	E-selectin induc	RAD52 anneal inh	esBAF inh	RAD54 inh	PglD inh	ARNT-TACC3 inh
O=C(c1csc2c1CCCCC2)N1CCC2(CC1)OCCO2	2	-1	.	3	5	0	4	-2
COC(=O)C1=C(c2ccc(S(C)(=O)=O)cc2)C[C@@H]2CC[C@H]1N2C(=O)NCc1ccc(C(F)(F)F)cc1	.	.	-0.2	.	-3	6	5	1
COc1ccc2c(c1OC)CN1CCc3cc4c(cc3C1C2)OCO4 (configuration not stated)	.	-1	-0.1	18	-14	40	-3	21
N[C@H](CO)Cc1ccccc1	.	2	0.0	-12	-9	2	-3	-2
COC(=O)C1=C(c2ccc(OCc3ccccc3)cc2)C[C@@H]2CC[C@H]1N2C(=O)NCc1ccccc1OC	-1	2	-0.1	5	3	1	3	.
N#CC1=C(N)Oc2cc(O)ccc2C1c1ccc2c(c1)OCO2 (configuration not stated)	-1	7	.	-15	.	1	3	.
COc1ccc2c(c1)c(CCN)c(C)n2Cc1ccccc1	-2	6	.	14	1	-35	-11	15
Cc1ccc(C(=O)NC2CC3CCC(C2)N3)cc1 (configuration not stated)	-4	-1	-0.8	-2	-5	.	.	0
O=C(Nc1ccccc1)N1CC2CC(C1)c1cccc(=O)n1C2 (configuration not stated)	2	4	.	6	-4	9	-4	.
CCOC(=O)C1C(OC(=O)c2ccccc2)CC2CCC1N2C (configuration not stated)	5	-1	.	-8	6	-7	-5	-3
O=[N+]([O-])c1ccc(N2CCCC2)c(F)c1Br	-1	-1	.	-19	-1	5	-2	.
COc1ccc(S(=O)(=O)NC(CC(=O)N2CCC3(CC2)OCCO3)c2ccco2)cc1 (configuration not stated)	.	.	.	.	-2	3	3	-5
CC(=O)Cc1ccc(OC(C)C)cc1	1	-3	0.0	-5	.	.	.	-5
O=C(Cc1cccnc1)N1CCCCN2[C@H](C1)[C@H](c1ccc(/C=C/c3ccccc3)cc1)[C@@H]2CO	-3	2	-0.2	-18	.	-8	-1	11
COc1ccc(-[n+]2c(-c3ccccc3)cc(-c3ccccc3)cc2-c2ccccc2)cc1	17	-1	0.3	11	.	.	.	.
N#Cc1cccc(-c2ccc([C@H]3[C@@H](CO)N4CCCCN(C(=O)Cc5ccncc5)C[C@@H]34)cc2)c1	-2	-4	-0.4	-24	.	-17	-1	13
O=C(c1ccc2c(c1)N(Cc1ccc(F)cc1)CCS2)N1CCC2(CC1)OCCO2	2	0	.	-5	-2	-6	8	3
NC(C(=O)O)c1cc(=O)[nH]o1 (configuration not stated)	-1	-1	84*	-20	7	-4	-3	-3
CCCN1[C@@H]2c3cccc(=O)n3C[C@H]1[C@H](CO)[C@H]2C(=O)N(C)C	1	0	-0.4	1	-2	-10	-3	5

Screening results: PubChem BioAssay, Broad Institute
